H69AR growth 86K = blocks growth of human H69AR lung tumor cells; H69AR lung tumor viability, ATP luminescence, 72 h; stronger effect = lower value; viability, % at 10 µM; actives 6% (n = 85,000); AID 598;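 active means viability at or below 40%; inactive means viability above 40%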;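 further: multidrug resistant small cell line overexpressing MRP-1 efflux transporter; 100% = mean luminescence of untreated control wells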
PostGolgi yeast = growth inhibition of a yeast mutant, post-Golgi transport screen. post-Golgi transport phenotypic cell assay. inhibition, % at 10 µM. actives 0.9% (n = 98,000). AID 739;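 further: yeast cells grown in 1536-well plates; yeast grown about 18 h at 30C before absorbance read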
E coli WT exp = growth inhibitors of E. coli BW25113 wild type; actives 0.15% (n = 98,000); OD600 absorbance; growth inhibition, % at 100 µM;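 active means growth inhibition above about 50% at one test dose, limit read from the data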;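 further: growth measured after 20 h incubation at 37 °C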
DAT uptake mod = modulates human dopamine transporter uptake under cocaine; B-score at 10 µM; Q01959; LLC-PK1 hDAT cells, [14C]-dopamine uptake with cocaine IC80; actives deviate in either direction; actives 1.3% (n = 110,000);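 active means Z score or B-score, a plate-position-corrected score, falls beyond the plate's 99.7% confidence bounds, in either direction; inactive means both scores lie inside the 99.7% bounds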;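 further: scored against the spread of the other compound wells on the same plate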
Target sequence (Q01959 whole entry, looked up): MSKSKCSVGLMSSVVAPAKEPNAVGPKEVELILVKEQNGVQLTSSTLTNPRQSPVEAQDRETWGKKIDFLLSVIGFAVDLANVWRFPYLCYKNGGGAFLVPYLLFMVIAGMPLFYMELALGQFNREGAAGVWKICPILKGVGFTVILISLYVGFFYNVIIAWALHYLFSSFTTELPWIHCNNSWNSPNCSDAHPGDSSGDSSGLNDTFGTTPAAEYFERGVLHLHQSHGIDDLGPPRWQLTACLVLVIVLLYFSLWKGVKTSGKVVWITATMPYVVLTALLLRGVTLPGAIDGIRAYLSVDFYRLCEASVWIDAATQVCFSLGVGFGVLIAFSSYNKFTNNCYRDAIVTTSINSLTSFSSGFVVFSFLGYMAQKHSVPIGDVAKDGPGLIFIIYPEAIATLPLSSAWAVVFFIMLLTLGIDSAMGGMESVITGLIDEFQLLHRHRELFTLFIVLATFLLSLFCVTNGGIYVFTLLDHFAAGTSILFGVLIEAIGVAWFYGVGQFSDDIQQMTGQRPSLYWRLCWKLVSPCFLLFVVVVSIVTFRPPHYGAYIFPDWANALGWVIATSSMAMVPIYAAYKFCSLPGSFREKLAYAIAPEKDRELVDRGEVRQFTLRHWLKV
S1P2 ag = S1P2 (human) receptor agonism; activation, % at 4.5 µM; O95136; S1P2-expressing cell line, agonist reporter read-out; actives 0.46% (n = 97,000); in the data active means activation above about 16%;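 further: 0% = vehicle low control and 100% = maximal reference agonist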
Target sequence (O95136 whole entry, looked up): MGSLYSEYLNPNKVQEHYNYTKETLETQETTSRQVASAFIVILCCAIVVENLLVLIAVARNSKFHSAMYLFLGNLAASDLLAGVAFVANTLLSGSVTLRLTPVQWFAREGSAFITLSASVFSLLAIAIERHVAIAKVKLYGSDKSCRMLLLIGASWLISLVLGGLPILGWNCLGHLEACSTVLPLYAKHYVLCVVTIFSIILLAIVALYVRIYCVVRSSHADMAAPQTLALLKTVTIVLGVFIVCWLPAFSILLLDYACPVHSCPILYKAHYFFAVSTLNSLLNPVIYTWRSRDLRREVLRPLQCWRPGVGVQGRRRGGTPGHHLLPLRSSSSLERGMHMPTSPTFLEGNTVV
S1P2 blocker = blocks the human S1P2 receptor | O95136 | cell-based S1P2 antagonist assay, inhibition at 5 uM | inhibition, % at 5 µM | actives 0.21% (n = 97,000) | AID 736; in the data active means inhibition above about 45%;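 further: CRE beta-lactamase reporter cells expressing human S1P2 stimulated with S1P; 0% = agonist at EC80 alone and 100% = agonist plus reference antagonist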
PostGolgi ctrl = yeast control strain growth, post-Golgi counter-screen; efflux-deficient yeast background strain, growth absorbance A615, 16 h; inhibition, % at 10 µM; actives 5% (n = 98,000); AID 738
HUVEC prolif 384 = blocks proliferation of human endothelial cells | HUVEC proliferation, CellTiter-Glo luminescence, 72 h; stronger effect = lower value | viability, % at 10 µM (by protocol) | actives 1.1% (n = 86,000);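 active means viability at or below 30%; inactive means viability above 30%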;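 further: 100% = median luminescence of DMSO-only cell control wells on each plate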
Fibroblast inh = blocks proliferation of human lung fibroblasts; viability, % at 10 µM; LL 47 human lung fibroblast viability, ATP luminescence; stronger effect = lower value; actives 1.1% (n = 85,000); AID 719;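 active means viability at or below 50% in the single dose screen; inactive means viability above 50%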;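 further: compound exposure lasted 72 h before the ATP readout; 100% = median luminescence of untreated cell-only wells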
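Test system: LL 47 human lung fibroblasts / Quantity: 1,150 cells in each well / Medium: IMEM growth medium with 15% fetal bovine serum / Incubation: 72 h compound exposure at 37 °C after overnight plating / Detection: CellTiter-Glo luminescence measuring cellular ATP / Read-out: % viability versus median cells-only luminescence / Benchmarks: cell-only wells, no compound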
Starred values were filed as active, the others as inactive; . = not tested or not shown. Unless noted, no stated cut-off is given here; in the data, active means inhibition above about 30%; inactive means the rest.

canonical_smiles	H69AR growth 86K	PostGolgi yeast	E coli WT exp	DAT uptake mod	S1P2 ag	S1P2 blocker	PostGolgi ctrl	HUVEC prolif 384	Fibroblast inh
Cc1c(C=O)c2ccccn2c1C(=O)c1ccncc1	88	-7	-3	-0.88	-1	-13	7	97	95
CCOc1ccc(NC(=O)CSc2nnc(CCNC(=O)c3ccc(OC)cc3)n2C)cc1	89	-1	0	0.26	-5	-22	12	89	87
CC(C)(C)CC(=O)NC(=S)NCCc1ccccc1	.	-2	4	0.095	-6	5	17	.	.
Cc1nn(-c2ccccc2)c2sc(C(=O)N(Cc3ccco3)C(C)C(=O)NC(C)(C)C)cc12 (configuration not stated)	7.0*	1	-18	.	13	-6	20	95	89
O=C(NCCC1=CCCCC1)C1CCCN(c2nc3ccccc3o2)C1 (configuration not stated)	67	-6	-1	-0.14	-6	16	3	92	89
CCCCS(=O)(=O)NC1=NCN(C2CCN(Cc3ccccc3)CC2)CN1	79	.	.	.	10	9	.	92	98
COc1cccc(NC(=O)c2cc(C(=O)Nc3cccc(OC)c3)n(C)n2)c1	65	-3	-9	0.85	-5	-7	5	77	107
O=S(=O)(Cc1ccccc1Cl)N1CCCCC1	107	3	0	0.3	-6	-7	1	95	97
Cc1ccc(-c2csc(NC(=O)Cn3cnc4c3c(=O)n(C)c(=O)n4C)n2)cc1C	.	-2	-1	-0.67	-6	5	-2	.	.
CCCP(=O)(CC(=O)N(CC)CC)c1ccccc1 (configuration not stated)	83	2	-2	-1.1	1	-6	1	95	93
COc1ccc(C2CC(=O)C(C=NCCN3CCNCC3)=C(O)C2)cc1OC (configuration not stated)	102	-8	-19	-1.3	.	.	2	105	111
C=CCOc1ccc(/C(O)=C2/C(=O)C(=O)N(CCCN3CCOCC3)C2c2ccccc2)cc1 (configuration not stated)	88	.	.	-0.26	-7	-1	.	101	96
CCCCC(=O)Nc1sc(C(=O)N(CC)CC)c(C)c1C(=O)OC	82	.	.	1.7	-7	-20	.	86	94
COc1ccc(NC(=O)C(=O)NNC(=O)c2cccs2)c(OC)c1	.	-5	-11	-0.021	-2	12	4	.	.
CCN(CC)C(=S)Sc1c(-c2ccccc2)c2cc(Cl)ccc2[nH]c1=O	73	18	-12	0.63	-5	-23	32*	79	91

Continued, overlapping the part above by 3 compounds.
canonical_smiles	H69AR growth 86K	PostGolgi yeast	E coli WT exp	DAT uptake mod	S1P2 ag	S1P2 blocker	PostGolgi ctrl	HUVEC prolif 384	Fibroblast inh
CCCCC(=O)Nc1sc(C(=O)N(CC)CC)c(C)c1C(=O)OC	82	.	.	1.7	-7	-20	.	86	94
COc1ccc(NC(=O)C(=O)NNC(=O)c2cccs2)c(OC)c1	.	-5	-11	-0.021	-2	12	4	.	.
CCN(CC)C(=S)Sc1c(-c2ccccc2)c2cc(Cl)ccc2[nH]c1=O	73	18	-12	0.63	-5	-23	32*	79	91
Cc1ccsc1C1NC(=O)c2c(sc3c2CCCC3)N1 (configuration not stated)	.	-6	11	0.54	.	.	-6	.	.
COC(=O)c1c(C)nc2ccccc2c1-c1ccccc1	.	-1	3	0.24	2	-22	2	.	.
Cc1nn(Cc2ccc([N+](=O)[O-])cc2)c(=O)n1N(C)c1ncc(C(F)(F)F)cc1Cl	76	10	-2	-0.16	-4	-9	16	92	96
O=C1CC(c2ccc(Cl)cc2)CC(O)=C1C=NCCN1CCNCC1 (configuration not stated)	.	1	2	-0.65	-5	-4	4	.	.
COc1ccc(OCCNc2cc(N3CCCCC3)ccc2[N+](=O)[O-])cc1	.	7	-31	.	-1	-33	5	.	.
CCOC(=O)C1CCN(c2c([N+](=O)[O-])c(C(Cl)Cl)nn2-c2ccccc2)CC1	.	-5	-15	0.1	0	-32	14	.	.
Cc1ccc(OC(=O)Cn2c(C(F)(F)F)nc3ccccc32)cc1	.	6	0	0.22	-3	3	3	.	.
Nc1c(C(=O)NCc2ccco2)c2nc3ccccc3nc2n1CCc1ccc(F)cc1	4.0*	6	-2	-0.19	13	-34	15	34	83
COCCCn1cc(C(=O)c2cc(OC)ccc2OCC(=O)Nc2cc(C)on2)cc(C#N)c1=O	.	-6	-15	-0.079	-9	-5	14	.	.
Cc1cc(C)nc(NC(=O)C(C)C)n1	.	1	-2	-0.05	-5	-15	3	.	.
COc1ccc2ccccc2c1/C=N\n1c(C)cc(C)c(C(N)=O)c1=O	.	-2	11	0.61	-4	9	6	.	.
Cc1snc(SCC(=O)N/N=C(\N)COc2cccc(C(F)(F)F)c2)c1C#N	.	-7	0	-0.62	-6	9	4	.	.
Cc1ccc2cc(CCNC(=O)C3CCCC3)c(=O)[nH]c2c1	92	4	1	-0.031	.	.	12	105	96
Cc1ccc(NC(=O)C2CCCN(S(=O)(=O)c3c(C)noc3C)C2)c(C)c1 (configuration not stated)	98	-6	-4	0.075	-3	6	5	96	101
COc1ccc(C2CC(=O)c3cnc(Nc4cc(C)cc(C)c4)nc3C2)cc1 (configuration not stated)	91	1	-15	0.17	-5	5	28	99	96

The results go on.
canonical_smiles	H69AR growth 86K	PostGolgi yeast	E coli WT exp	DAT uptake mod	S1P2 ag	S1P2 blocker	PostGolgi ctrl	HUVEC prolif 384	Fibroblast inh
CCN(CC)S(=O)(=O)N1CCC(C(=O)NCc2ccc(C)cc2)CC1	97	7	8	-0.018	-3	12	4	92	100
O=C1CCC(C(=O)NC2(C(=O)NC3CCCCC3)CCCCC2)N1 (configuration not stated)	95	-2	0	0.16	-1	10	9	98	101
Cc1ccc2[nH]cc(C(=O)NCc3cccs3)c(=O)c2c1	82	.	.	0.83	-3	10	.	70	102
O=C(COc1ncnc2ccccc12)N1CCOCC1	93	1	1	-0.84	.	.	-3	93	105
Cc1nc2nc(C)c(CCC(=O)NCc3ccc4c(c3)OCO4)c(C)n2n1	26*	0	2	0.39	-10	2	10	96	99
FC(F)(F)c1cccc(-c2cc3ccccc3nc2N2CCCC2)c1	.	19	-3	0.19	-10	-8	7	.	.
COc1ccc(-c2cc(C(F)(F)F)nc(SCC(=O)NCCN3CCOCC3)n2)cc1OC	87	.	.	0.05	-6	-33	.	111	101
COC(=O)c1[nH]c2cc(OC)ccc2c1NC(=O)CCN1CCN(c2cccc(C)c2C)CC1	58	7	-1	-0.42	-9	9	0	76	97
COc1ccccc1N1CCN(C2CCN(S(=O)(=O)c3ccc4ccccc4c3)CC2)CC1	84	4	-3	2.1	-8	11	17	77	102
O=C(c1sc2ccccc2c1Cl)N(Cc1cccs1)C1CCS(=O)(=O)C1 (configuration not stated)	76	17	-6	0.027	-5	4	27	87	100
COc1nn(CC(=O)N2N=C(C(F)F)CC2(O)C(F)F)cc1[N+](=O)[O-] (configuration not stated)	87	.	.	0.0094	-3	-17	.	101	101
CC(C)OC(=O)CC12CN3CN(C1)CC(CC(=O)OC(C)C)(C3)C2=O	84	.	.	0.04	-9	-3	.	98	100
O=C(CN1C(=O)COc2ccccc21)N(Cc1ccccc1)Cc1ccccn1	91	7	-4	-0.94	-5	-5	5	96	99
Brc1ccc(-c2nnc3sc(CN4CCC5(CC4)OCCO5)cn23)cc1	89	-4	-4	0.013	-2	-20	17	113	.
COc1ccc(N2CC(O)=C(c3n(C)c4ccccc4[n+]3C)C2=N)cc1	94	-7	-1	0.91	-5	3	16	94	102

(cont.)
canonical_smiles	H69AR growth 86K	PostGolgi yeast	E coli WT exp	DAT uptake mod	S1P2 ag	S1P2 blocker	PostGolgi ctrl	HUVEC prolif 384	Fibroblast inh
FC(F)(F)c1cc(-c2ccccc2)nc(NC2CCCC2)n1	100	6	8	0.33	0	-11	2	98	99
C=CCn1c(SCC(=O)NCCc2ccccc2)nnc1C(C)NC(=O)c1cccs1 (configuration not stated)	112	.	.	-1.8	1	1	.	93	95
NCCOc1ccccc1-c1ccccc1	94	-10	13	0.077	-7	21	6	73	104
OC1CN=C2CCCc3c2n(c2ccc(Cl)cc32)C1 (configuration not stated)	84	1	33	-0.0088	-6	36	7	106	100
CCCC(c1nnnn1Cc1ccc(OC)cc1)N1CCC(C(N)=O)CC1 (configuration not stated)	93	7	2	0.5	-6	15	9	98	98
CCn1c(SCC(=O)N2CCOCC2)nc2oc3c(Cl)cc(Cl)cc3c(=O)c2c1=O	14*	-6	1	1.5	-10	21	10	88	87
CN(Cc1ccccc1)C(=O)NC1CCCCC1	93	.	.	0.81	-4	-25	.	97	100
Cc1ccc(CNCC2CCCO2)o1 (configuration not stated)	99	-3	0	0.083	-4	11	19	95	97
COc1ccc(-c2cn3c(C)c(C(=O)NC(C)C)sc3n2)cc1	86	-4	3	.	-5	7	6	106	109
CCCC(=O)NC(=S)Nc1ccccc1OC	.	3	1	0.67	-2	1	-2	.	.
CCN(CC)C(=O)c1ccc(S(=O)(=O)NCc2cccnc2)cc1	89	11	3	-0.013	0	0	18	97	94
COC(=O)c1ccc(C(=O)OC)c(NC2=NS(=O)(=O)c3ccccc32)c1	95	-2	-7	-0.6	-3	-7	7	91	109
CC1CCN(C(c2ccc(N(C)C)cc2)c2nnnn2Cc2ccc(F)cc2)CC1 (configuration not stated)	109	-3	-1	0.22	-2	0	0	110	98
CC(C)(C)c1nc(CN2CCCCC2)cc(CN2CCCCC2)c1O	94	-9	18	-0.11	-2	13	0	89	100
O=S(=O)(c1cccc2nsnc12)N1CCc2ccccc21	93	-1	4	0.067	-8	4	10	101	100

Following part
canonical_smiles	H69AR growth 86K	PostGolgi yeast	E coli WT exp	DAT uptake mod	S1P2 ag	S1P2 blocker	PostGolgi ctrl	HUVEC prolif 384	Fibroblast inh
Clc1ccc(CSc2cc3c(nn2)-c2ccccc2CC3)cc1	.	9	-37	-0.59	-4	1	29	.	.
CC(C)OCCCNC(=O)Cn1ncc2c(=O)oc3ccccc3c21	.	1	1	0.12	-1	-6	2	.	.
O=c1ccc(NS(=O)(=O)c2ccccc2)cn1Cc1ccc(Cl)c(Cl)c1	.	4	4	-0.051	-6	-9	18	.	.
N#Cc1c(N2CCN(C(=O)c3ccccc3Cl)CC2)nc(-c2ccccc2)c2c1CCCC2	.	3	-11	.	-3	-9	7	.	.
OC(c1ccc(OCc2ccccc2)cc1)c1nnc(-c2ccccc2)o1 (configuration not stated)	.	-4	-9	.	-4	16	26	.	.
O=C(Nc1cccc([N+](=O)[O-])c1)C12CC3CC(C1)CC(n1cnc([N+](=O)[O-])n1)(C3)C2	.	0	8	0.51	-10	2	19	.	.
